FUS yeast rescue: qHTS for Suppressors of FUS Proteinopathy: Primary screen using FUS-linked yeast assay. S. cerevisiae FUS-expressing, growth rescue, OD600, 24 h. Potency, µM (top dose mostly 76.6 µM), for the others: at the top dose growth rescue (activation), usual class: activators. actives 0.24% (n = 390,000). AID 1347120, 2019;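 note: potency is the fitted concentration of half-maximal effect; plate controls were DMSO vehicle for no effect and reference control for full effect; nearly all actives have a fitted effect of over 55% in size; some results filed as inactive show a strong effect at the top dose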
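Cultures pregrown in 2.5% raffinose medium are shifted to minimal medium containing 2% galactose to express toxic FUS. Compounds are tested at several concentrations. After 24hr at 30C, growth is quantified at 600 nm absorbance.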
IL2 activator: qHTS of IL-2 Activators. IL-2 activation reporter assay, cell-based qHTS; stimulated with anti-CD3/CD4/CD28 beads; in transgenic mouse T cells. activation, % (series mostly up to about 46 µM). actives 0.065% (n = 360,000). AID 652025, 2013; in the data active = activation above about 50%; inconclusive = mostly about 30% to 49%; note: 0% is about no effect
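Using fluorescent plate cytometry, EGFP and DsRed are detected in transgenic mouse T cells stimulated 18 h at 37 degrees C with antibody-coated beads after 60 min compound pretreatment.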
PLK1 PBD inh: qHTS for Inhibitors of PLK1-PDB (polo-like kinase 1 - polo-box domain): Primary Screen; Serine/threonine-protein kinase PLK1 (Homo sapiens), P53350; Plk1 PBD binding of FITC phosphopeptide, fluorescence polarization; Potency, µM, for inactives: max response, negative = inhibition, actives largely listed as inhibitors; actives 2.8% (n = 360,000); AID 720504, 2013; note: potency is the fitted concentration of half-maximal effect; series mostly up to about 57 µM; % is set by controls: 0 for no effect and ±100 for the full control effect; nearly all actives have a fitted effect of over 65% in size
Target sequence (P53350 whole entry, looked up, the tested form may be a part): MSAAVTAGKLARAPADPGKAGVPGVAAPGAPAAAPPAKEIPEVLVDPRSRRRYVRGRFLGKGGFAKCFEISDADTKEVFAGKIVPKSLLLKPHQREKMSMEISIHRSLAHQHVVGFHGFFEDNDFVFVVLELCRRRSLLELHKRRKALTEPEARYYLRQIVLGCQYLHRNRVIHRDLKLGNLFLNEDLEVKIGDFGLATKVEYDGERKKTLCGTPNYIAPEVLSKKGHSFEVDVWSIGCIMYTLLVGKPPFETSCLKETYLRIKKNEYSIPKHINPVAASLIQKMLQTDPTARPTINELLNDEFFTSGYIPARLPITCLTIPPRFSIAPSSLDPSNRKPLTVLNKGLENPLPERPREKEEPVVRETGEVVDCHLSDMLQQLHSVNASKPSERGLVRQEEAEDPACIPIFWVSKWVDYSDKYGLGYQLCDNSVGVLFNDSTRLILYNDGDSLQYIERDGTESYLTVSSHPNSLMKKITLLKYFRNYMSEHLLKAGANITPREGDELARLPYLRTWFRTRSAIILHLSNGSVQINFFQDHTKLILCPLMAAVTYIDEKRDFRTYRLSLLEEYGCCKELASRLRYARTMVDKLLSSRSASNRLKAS
WRN helicase inh: qHTS for Inhibitors of WRN Helicase; Potency, µM (series often up to 114 µM), for the others: at the top dose activity change, negative = inhibition, actives largely listed as inhibitors; actives 0.46% (n = 360,000); WRN helicase unwinding, fluorescent forked duplex, kinetic; note: potency is the fitted concentration of half-maximal effect; % is set by controls: 0 for no effect and ±100 for the full control effect; nearly all actives have a fitted effect of over 55% in size
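Kinetic fluorescence helicase assay: unwinding of a quenched forked DNA duplex (100 nM final) with 2 mM ATP final raises red fluorescence (525/598 nm). Compounds sat 15 min at room temperature with 20 nM WRN beforehand.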
aSyn rescue: qHTS of alpha-syn Inhibitors. actives 0.14% (n = 370,000). Potency, µM (top dose mostly 46.1 µM), for the others: at the top dose growth rescue (activation), usual class: activators. AID 652106, 2013. Yeast expressing alpha-synuclein, growth rescue, BacTiter-Glo, 24 h; note: potency is the fitted concentration of half-maximal effect; % of control where 0% means no effect; nearly all actives have a fitted effect of over 65% in size
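Galactose-induced alpha-syn yeast (OD600=0.02, raffinose-pregrown) + pinned cpd, 24 hr, 30 deg C; growth by BacTiter-Glo luminescence. Growth restoration scores as activation.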
Abeta rescue: qHTS for compounds that reverse cellular toxicity of Amyloid beta (A-beta) peptide in yeast: Primary Screen; yeast expressing A-beta42, growth rescue, OD600, 48 h; response scale: 0% DMSO, 100% iron-clioquinol control; actives 0.063% (n = 410,000); Potency, µM (doses to about 46.1 µM), for inactives: at the highest dose growth rescue, actives largely listed as activators; AID 1347071, 2019; note: potency is the fitted concentration of half-maximal effect; nearly all actives have a fitted effect of over 55% in size
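Growth rescue measured by 600 nm absorbance after 48 h yeast culture at 30 C with compound. Values normalized between DMSO and an equimolar ferric chloride plus clioquinol control.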
EPAC1 ag: qHTS for Agonist of cAMP-regulated guanine nucleotide exchange factor 3 (EPAC1): primary screen | AID 720707, 2013 | actives 0.073% (n = 360,000) | Potency, µM (series often up to 154 µM), without a hit: top-dose activation, usual class: activators | EPAC1 agonist qHTS, biochemical assay; response scale: 100% = response to 6.5 mM cAMP; note: potency is the fitted concentration of half-maximal effect; nearly all actives have a fitted effect of over 60% in size
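Fluorescent GDP-exchange assay: 100 nM EPAC1 with 250 nM Rap1B preloaded with BODIPY-GDP and 50 uM GDP; compounds tested as concentration series, 5 min at room temperature, then read every 5 min for 30 min (ex 480/em 540 nm); normalized to 6.5 mM cAMP.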
PI5P4Ka inh: qHTS for Inhibitors of phosphatidylinositol 5-phosphate 4-kinase (PI5P4K); Phosphatidylinositol 5-phosphate 4-kinase type-2 alpha (Homo sapiens), P48426; PI5P4Kalpha enzyme, ADP-Glo luminescence, 60 min; hits give low values; max response, %; actives 1.2% (n = 330,000); AID 652105, 2013; active = max response of -50% or lower; inconclusive = between -30% and -50%; inactive = -30% or higher; note: value at the top dose of about 77 µM; % is set by controls: 0 for no effect and ±100 for the full control effect
Target sequence (P48426 whole entry, looked up): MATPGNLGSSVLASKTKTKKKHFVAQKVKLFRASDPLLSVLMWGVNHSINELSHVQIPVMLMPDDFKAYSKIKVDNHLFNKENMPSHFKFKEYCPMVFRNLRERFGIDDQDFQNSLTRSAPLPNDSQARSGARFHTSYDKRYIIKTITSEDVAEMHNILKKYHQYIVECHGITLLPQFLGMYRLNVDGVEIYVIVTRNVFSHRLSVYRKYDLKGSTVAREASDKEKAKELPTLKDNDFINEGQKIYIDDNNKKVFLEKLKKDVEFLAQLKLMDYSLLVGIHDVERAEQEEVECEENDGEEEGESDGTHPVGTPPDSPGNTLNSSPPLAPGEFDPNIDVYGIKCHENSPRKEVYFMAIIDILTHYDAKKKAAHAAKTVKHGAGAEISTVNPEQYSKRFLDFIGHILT
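Luminescence from ADP-Glo served as readout of PI5P4Kalpha activity in a qHTS format. Reaction: enzyme, substrate, compound, ATP at 5 microM final, 60 min at RT.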
EPAC1 antag: qHTS for Antagonist of cAMP-regulated guanine nucleotide exchange factor 3 (EPAC1): primary screen | Rap guanine nucleotide exchange factor 3 (Homo sapiens), O95398 | EPAC1 GEF assay, Rap1b-BODIPY-GDP exchange fluorescence | Potency, µM (doses to about 115 µM), for the others: at the top dose activity change, negative = inhibition, actives largely listed as inhibitors | actives 0.14% (n = 360,000) | AID 720709, 2013;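 note: potency is the fitted concentration of half-maximal effect; plate controls were vehicle for no effect and positive control for full effect; nearly all actives have a fitted effect of over 50% in size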
Numbers without * were called inactive; ? = inconclusive; · = no result given; [ ] = remark or other dose. Unless noted, calls come from the whole dose curve; as a rule, active = well fitted curve in the direction sought with a large enough effect; inconclusive = small, poorly fitted or top-dose-only effect, or another doubt; inactive = no such curve, though single readings can be large; an effect the other way counts as inactive or inconclusive.

SMILES	FUS yeast rescue	IL2 activator	PLK1 PBD inh	WRN helicase inh	aSyn rescue	Abeta rescue	EPAC1 ag	PI5P4Ka inh	EPAC1 antag
CC1(C(=O)NS(=O)(=O)c2cccc(OC(F)F)c2)CCN1C(=O)Cc1ccccc1 (stereo unspecified)	-17%	-0.4	-9%	2%	-4%	-1%	-10%	0	-5%
Nc1nc(Nc2ccc(Cl)cc2)n[nH]1	?	-0.1	-7%	-9%	-8%	-15%	12%	15	3%
COC(=O)Cc1ccc(NC(=S)NCc2ccc(OC)cc2)cc1	25%	-1.1	-13%	-23%	2%	9%	9%	-7	-24%
CCN(CC(=O)NCc1ccc(Cl)cc1)C(=O)CSc1ccccc1F	6%	0.7	2%	-14%	-5%	-3%	-1%	2	1%
COc1ccc(C(=O)N[C@H]2COC(C)(C)O[C@H]2c2ccccc2)cc1	-5%	0.1	-2%	-9%	14%	17%	-8%	1	-13%
COCCNC(=O)CCc1ccc(S(=O)(=O)Nc2ccc(C)cc2)cc1	17%	-3.5	-18%	7%	5%	-8%	7%	·	10%
COc1ccccc1-c1ccc2c(c1)O[C@@H](CN(C)C(=O)Nc1cccc(F)c1)[C@H](C)CN([C@H](C)CO)S2(=O)=O	?	-1.7	-6%	-8%	-1%	0%	9%	1	-28%
CCOC(=O)C(C)Sc1nc2c(c(-c3cccs3)c1C#N)CCC2 (stereo unspecified)	20%	0.0	0%	-9%	1%	-12%	10%	-6	-4%
CCOc1ccc(S(=O)(=O)N2CCC(C(=O)N3CCN(c4ccccc4F)CC3)CC2)cc1C	·	-5.2	-8%	?	18%	-13%	10%	-5	-4%
CCCCCCSc1ccc(-c2nc3ccccn3c2NCCCC)cc1	?	-0.1	-5%	5%	-69%[inhibitor]	-84%[inhibitor]	-1%	-6	3%
CC(C)C(NC(=O)OC(C)(C)C)C(=O)NC(CCC(=O)OCc1ccccc1)C(N)=O (stereo unspecified)	9%	-2.0	0%	1%	5%	2%	1%	4	-7%
COc1cc(CCC(C)=O)ccc1OC(=O)c1c(F)cccc1Cl	12%	4.9	5%	-2%	3%	-15%	5%	2	1%

The last 2 records of the section above come first, to join the parts:
SMILES	FUS yeast rescue	IL2 activator	PLK1 PBD inh	WRN helicase inh	aSyn rescue	Abeta rescue	EPAC1 ag	PI5P4Ka inh	EPAC1 antag
CC(C)C(NC(=O)OC(C)(C)C)C(=O)NC(CCC(=O)OCc1ccccc1)C(N)=O (stereo unspecified)	9%	-2.0	0%	1%	5%	2%	1%	4	-7%
COc1cc(CCC(C)=O)ccc1OC(=O)c1c(F)cccc1Cl	12%	4.9	5%	-2%	3%	-15%	5%	2	1%
CC(C)CNC(=O)NC(=O)COc1ccc(C=O)cc1	12%	1.1	-1%	0%	1%	17%	2%	1	8%
COc1ccc(-n2c(=O)c3c4c(sc3n(CC(N)=O)c2=O)CCCCC4)cc1	19%	0.9	-12%	-31%	-4%	-4%	-17%	0	-12%
C/C(=N/NS(=O)(=O)c1ccc(Cl)cc1)c1cccc(O)c1	-12%	-0.4	-10%	9%	7%	-4%	-2%	-6	2%
CCNC(=O)NC(=O)C(C)OC(=O)C1CCN(S(=O)(=O)c2ccccc2C(=O)OC)CC1 (stereo unspecified)	-14%	0.5	-4%	-1%	19%	-1%	-9%	4	6%
CCOC(=O)C1=C(COC(=O)c2cc(Br)c(Br)s2)NC(=O)NC1C (stereo unspecified)	17%	0.2	-13%	-11%	10%	-13%	8%	-7	-9%
O=C1OC(/C=C/c2ccccc2)=NC/1=C/C=C/c1ccccc1	·	-4.8	-16%	-22%	5%	-8%	-9%	1	-7%
CCOC(=O)[C@H]1[C@H]2COc3ccc(OC)cc3[C@@H]2N2C(=O)c3cc(OC)c(OC)cc3NC(=O)[C@@]12C	26%	1.0	-12%	-11%	-5%	-10%	-15%	-1	-25%
O=C(NNC(=O)c1cc(-c2ccncc2)nc2ccccc12)Nc1ccc(F)cc1	7%	-0.7	6%	-8%	-1%	-7%	4%	-7	-19%
Cc1ccc(C)c(N(CC(=O)NC(C)(C)C)C(=O)CNC(=O)c2cccs2)c1	-11%	0.3	0%	0%	0%	0%	-1%	-4	-6%
Cc1ccc(C(=O)O)cc1N1C(=O)c2cccc3cc(Br)cc(c23)C1=O	15%	0.9	-13%	-4%	15%	0%	0%	-3	-2%
CC1(c2ccccn2)Nc2ccccc2-c2nc3ccccc3n21 (stereo unspecified)	2%	-1.3	2%	0%	-6%	-6%	4%	0	7%
Cc1cc(C(=O)COC(=O)c2cc(Cl)c(O)c(Cl)c2)c(C)n1C	36%	2.1	?	50µM*	-8%	-8%	-4%	-64*	?

Five of the entries above in order of their number in PLK1 PBD inh, smallest number first:
molecule,PLK1 PBD inh
O=C1OC(/C=C/c2ccccc2)=NC/1=C/C=C/c1ccccc1,-16%
COc1ccc(-n2c(=O)c3c4c(sc3n(CC(N)=O)c2=O)CCCCC4)cc1,-12%
C/C(=N/NS(=O)(=O)c1ccc(Cl)cc1)c1cccc(O)c1,-10%
CC(C)CNC(=O)NC(=O)COc1ccc(C=O)cc1,-1%
CC1(c2ccccn2)Nc2ccccc2-c2nc3ccccc3n21 (stereo unspecified),2%

More entries follow:
SMILES	FUS yeast rescue	IL2 activator	PLK1 PBD inh	WRN helicase inh	aSyn rescue	Abeta rescue	EPAC1 ag	PI5P4Ka inh	EPAC1 antag
Cc1cc(Cl)c(S(=O)(=O)N2CCN(c3cccc(C)c3C)CC2)cc1OCC(N)=O	30%	-2.4	2%	3%	·	24%	-4%	14	4%
O=C(CCC1CCCCC1)NC1=NCCS1	-1%	-0.9	-9%	4%	-4%	15%	14%	1	-16%
Cc1ccc(NC=C(S(=O)(=O)c2ccccc2)S(=O)(=O)c2ccccc2)cc1	1%	-3.1	1%	-5%	2%	-15%	-1%	7	-15%
CCOC(=O)c1sc(=S)n(-c2cc(F)ccc2F)c1N	18%	-2.5	?	-1%	-5%	-7%	-11%	·	7%
Cc1ccc(/C=N/NC(=O)Cn2nc(C)c([N+](=O)[O-])c2C)o1	-19%	1.9	-4%	-29%	-2%	-5%	-3%	9	20%
C=CCn1sc(=N)c(C#N)c1N	-12%	-3.4	-25%	-2%[57.1 µM]	1%	-9%	7%	·	10%
CCCOCC(O)COc1ccccc1C(=O)N1CCOCC1 (stereo unspecified)	-8%	-2.1	-6%	11%	-7%	23%	3%	3	6%
CC(=O)NC(c1ccccc1)c1nc(-c2ccc(Cl)cc2)cs1 (stereo unspecified)	-5%	0.0	-1%	-7%	11%	-13%	-14%	-5	-4%
CC(C(=O)N/N=C/c1ccc(N(C)C)c(Br)c1)N(c1ccccc1)S(C)(=O)=O (stereo unspecified)	4%	-0.5	-9%	-7%	6%	-14%	5%	1	-19%
COC(=O)C1=C(C)N(CCCC(=O)O)C(=O)NC1c1ccccc1OS(=O)(=O)c1ccc([N+](=O)[O-])cc1 (stereo unspecified)	-9%	-0.2	5%	-5%	2%	0%	10%	-105*	-4%
O=C(CN1C(=O)NC(Cc2ccccc2)C1=O)Nc1ccccc1 (stereo unspecified)	31%	0.2	-3%	-5%	4%	6%	-1%	-1	11%
Cn1nc(C(C)(C)C)cc1C(=O)NCc1cc(F)cc2c1OCOC2	21%	-0.9	-2%	3%	0%	0%	-3%	9	-3%
CC1CCCC(C)N1/N=C/C=C/c1ccccc1[N+](=O)[O-] (stereo unspecified)	6%	-4.9	-6%	-28%	1%	-11%	-2%	4	-13%
CN(C1CCCCC1)C(CNS(=O)(=O)c1ccccc1)c1ccccc1 (stereo unspecified)	?	-2.0	-4%	-5%	-8%	7%	-4%	-4	11%
Cc1c(S(=O)(=O)N2CCC(C)CC2)c(=O)n(C)c(=O)n1C	-2%	0.3	0%	-5%	1%	-1%	6%	10	-2%
COc1ccccc1CNc1nc2ccccc2n1CCN1CCCCC1	26%	0.4	-5%	2%	0%	3%	-6%	1	-1%
Cc1ccc(S(=O)(=O)NC(=O)C2(C)CCN2C(=O)C2(c3ccc(Cl)cc3)CCC2)cc1 (stereo unspecified)	?	-0.1	-14%	-4%	-7%	-9%	5%	-5	-12%
CC(C)N1CCN(C(=O)c2ccc([N+](=O)[O-])cc2)CC1	-8%	-0.8	-8%	2%	-8%	-2%	2%	3	12%
CC(=O)N(CN1C(=O)CCC1=O)c1ccc(Cl)c(Cl)c1	-7%	0.4	-12%	5%	-1%	5%	14%	-4	-4%
O=C(NC1CC1)C1CC(=O)N(c2ccccc2)C1 (stereo unspecified)	-4%	0.1	-2%	-10%	-1%	8%	10%	2	13%
CNC(=O)CN(c1ccc(F)cc1)S(=O)(=O)c1cc(C)ccc1OC	13%	-3.3	-11%	-1%	-1%	-8%	6%	·	17%
O=C(Nc1cccc(Br)c1)c1ccccc1-c1ccccc1	3%	1.2	-7%	-8%	0%	?	9%	1	3%
Cc1cccc(NC(=O)NC2(C(=O)NCc3ccco3)CCCCC2)c1	11%	2.1	-4%	10%	-3%	0%	-2%	1	14%
N#CC1=C(SCC(=O)Nc2ccccc2)NC(=O)CC1c1ccco1 (stereo unspecified)	17%	-3.7	-13%	-12%	0%	-21%	8%	·	4%
CN(C)CCNC(=O)Cn1ccc2cc(S(=O)(=O)N3CCCCC3)ccc21	0%	-0.7	-29%	2%	-3%	3%	15%	-3	-20%
COc1cc(/C=C(/NC(=O)c2ccc(Cl)cc2Cl)C(=O)O)cc(OC)c1OC	·	-1.1	3%	-5%	-6%	-11%	-3%	3	-11%

Look-ups from the entries so far:
IL2 activator, `COc1ccc(C(=O)N[C@H]2COC(C)(C)O[C@H]2c2ccccc2)cc1` stands at 0.1
PI5P4Ka inh, `Cc1cc(C(=O)COC(=O)c2cc(Cl)c(O)c(Cl)c2)c(C)n1C` stands at -64*
